# Compound activity: PubChem BioAssay, several laboratories
# KKLEB cytotox – counter-screen for CF NF-kB inhibitors: cytotoxicity; KKLEB CF airway cells viability, ATPlite luminescence, overnight; hits give low values; cells stimulated with P. aeruginosa culture filtrate; activity change (cytotoxicity), % at 5 µM; hit rate 0.36% among 360,000;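 active = corrected activity change at or below -50% at 5 µM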
# TROY NFkB inh – TROY signaling inhibition | Q293 LMP1-TROYcd NF-kB luciferase reporter, 4 h | inhibition, % at 10 µM | hit rate 0.98% among 360,000 | AID 1347056;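 active = compounds whose plate-normalised and pattern-corrected inhibition of the luciferase reporter signal at the single screening dose is 50% or more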
# C8 TRAIL sens – caspase-8 TRAIL sensitization | NB7+C8 cells + TRAIL, ATPlite viability luminescence | hit rate 1% among 360,000 | AID 624354 | inhibition (viability loss, TRAIL sensitization), % at 10 µM;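 active = compounds causing at least 50% loss of cell viability in the single-dose screen, relative to plate controls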
# TRPM1 prom inh – inhibitors of MITF-driven TRPM1 promoter in melanoma cells. hit rate 0.83% among 330,000. inhibition, % at 12.5 µM. SK-MEL-5 TRPM1 promoter luciferase, 24 h;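 active = mean inhibition across replicates of 60% or more, whatever share of single replicates reaches that level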; also: values of inactives mirror those of a sister screen read the other way
# TWEAK-Fn14 inh – TWEAK-Fn14 signaling inhibition | TWEAK-stimulated Fn14 reporter cells, luciferase luminescence, 8 h | inhibition, % at 10 µM | hit rate 2% among 360,000; in the data active = inhibition above about 50%
# NR2E3 ag-1 – agonists of human NR2E3 nuclear receptor; Q9Y5X4; CHO-S Gal4-NCOR/VP16-NR2E3 two-hybrid, luciferase; inhibition of corepressor binding, % at 3.98 µM; hit rate 0.35% among 360,000; AID 602229;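 active = inhibition above the mean of all tested compounds plus 3 SD, cut at about 70% in these data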;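 also: 0% = DMSO with NR2E3 transfected cells and 100% = cells lacking NR2E3 construct; higher means lower luciferase signal from less NR2E3 corepressor binding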
# Target sequence (Q9Y5X4 whole entry, looked up, the tested form may be a part): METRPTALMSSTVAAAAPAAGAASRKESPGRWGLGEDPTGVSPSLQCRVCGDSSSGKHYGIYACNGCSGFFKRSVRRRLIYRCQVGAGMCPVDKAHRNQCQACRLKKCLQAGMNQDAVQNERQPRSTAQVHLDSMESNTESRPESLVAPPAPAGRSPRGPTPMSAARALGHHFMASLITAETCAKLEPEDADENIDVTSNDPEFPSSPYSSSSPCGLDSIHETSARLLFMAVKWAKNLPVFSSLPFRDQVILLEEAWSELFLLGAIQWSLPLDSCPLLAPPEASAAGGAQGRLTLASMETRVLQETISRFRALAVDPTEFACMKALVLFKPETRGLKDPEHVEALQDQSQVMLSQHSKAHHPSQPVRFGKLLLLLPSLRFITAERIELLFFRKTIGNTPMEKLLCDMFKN
# Peg3 promoter – reduces Peg3 promoter-driven luciferase expression in HeLa | HeLa PEG-Prom luciferase reporter, luminescence, overnight | inhibition, % at 20 µM | hit rate 1.7% among 360,000 | AID 588405;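 active = inhibition of at least 50% at 20 µM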
# HIF-2a inh – inhibitors of HIF-2a. 786-0 RCC cells HIF-2a reporter, luciferase luminescence, overnight. inhibition, % at 18.8 µM. hit rate 0.72% among 360,000. AID 624352;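 active = inhibition of the luminescence signal of 40% or more relative to plate controls, in a single-dose primary screen at 18.75 µM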
# NR2E3 ag-2 – NR2E3 (human) agonism; GST-NR2E3/biotin-RetCOR TR-FRET, 1536-well; inhibition of corepressor binding, % at 4.78 µM; Q9Y5X4; hit rate 0.12% among 320,000; AID 2300;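 active = percent inhibition above the cutoff of mean plus 3 SD of all tested compounds, set per screening campaign, cut at about 20% in these data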;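 also: 0% = DMSO wells and 100% = biotin wells as full block of FRET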
#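 Test system – NR2E3–RetCOR corepressor complex · Quantity – NR2E3 fusion 1.35 nM · Buffer or medium – Tris pH 7.5 · Incubation – Compound–protein incubation for 5 h at 4 °C · Technique – TR-FRET, Eu(K)-anti-GST donor, streptavidin-D2 acceptor, ex 340, em 617/671 nm · Evaluation – percent inhibition of 671/617 nm emission ratio versus biotin and DMSO controls · Plate – 1536-well format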
# CF NFkB block – blocks PAF-induced NF-kB reporter in cystic fibrosis cells | hit rate 0.86% among 360,000 | KKLEB NF-kB-GFP reporter, GFP fluorescence overnight | inhibition, % at 5 µM | AID 588850;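 active = at least 50% inhibition at 5 µM, scaled per plate between neutral and stimulator controls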;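 also: PAF is a Pseudomonas aeruginosa culture filtrate used as stimulus; plate controls were PAF-stimulated DMSO wells for no effect and unstimulated DMSO wells for full effect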
# Shn3 3UTR inh – inhibitors of Schnurri-3 3'UTR reporter in osteoblasts | AID 588674 | inhibition, % at 12.5 µM | Clone20 osteoblast Shn3 3'UTR firefly luciferase, 24 h | hit rate 0.52% among 360,000;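 active = mean inhibition of at least 75% with every replicate also reaching 75%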;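 also: 0% = median of neutral control wells and 100% = pilot-screen positive control compound; some compounds past the cut are filed as inactive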
# Starred values were filed as active, the others as inactive; · = no result given.
SMILES,KKLEB cytotox,TROY NFkB inh,C8 TRAIL sens,TRPM1 prom inh,TWEAK-Fn14 inh,NR2E3 ag-1,Peg3 promoter,HIF-2a inh,NR2E3 ag-2,CF NFkB block,Shn3 3UTR inh
O=S(=O)(NC(=NCc1ccccc1)c1ccccc1)c1ccccc1,-13,-8,-6,10,6,-10,13,9,0,-4,-1
COc1cc(NS(=O)(=O)c2ccc3c(c2)C(C)(C)C(=O)N3C)cc(OC)c1,12,-3,12,1,15,-16,-1,-10,1,2,12
COc1ccc(CNC(=O)Cn2cnc3c(SC)nc(N)nc32)cc1,12,-2,-2,8,-2,10,3,-3,·,-6,37
CCc1ccc(-c2csc3ncn(Cc4ccc(C(=O)O)cc4)c(=O)c23)cc1,-2,-7,-2,1,-2,-14,1,3,-4,1,9
CCOc1ccc(NC(=O)CC2C(=O)N(CC)C(=S)N2CCNC(C)=O)cc1 (stereo not drawn),-1,8,-3,2,-3,5,-11,19,1,7,-2
CC(C)C(=O)N1CCC(CN=CC2=C(O)CC(C)(C)CC2=O)CC1,-4,-9,-10,0,-23,-9,-3,0,-3,6,5
CC(C)CNC(=O)[C@H](Cc1ccccc1)NC(=O)c1ccco1,10,-1,-5,5,4,11,4,17,0,2,0
Cc1c(Cl)cccc1NC(=O)CNCc1ccccc1F,-6,33,29,0,15,-7,9,14,-1,0,-2
Clc1ccc(-c2nnc(-c3ccccc3)c(-c3ccccc3)n2)cc1,-13,-2,-11,6,-26,4,-7,-11,0,-6,-15
CCOc1ccc(S(=O)(=O)NNC(=O)c2cc3ccccc3o2)cc1,9,-6,-6,2,14,-7,19,18,-1,-11,10
COc1ccc(CNc2cc(C)nc3ncnn23)c(OC)c1,-2,24,10,23,10,47,-25,16,-1,-12,76
Cc1ccc(-c2cn(S(=O)(=O)c3cccc4nsnc34)nc2N)cc1,-2,5,0,11,11,-2,15,9,0,-5,12
O=C(C1=COCCO1)N(Cc1nnc(-c2ccc(Cl)cc2)o1)C1CC1,5,-46,-3,-5,-20,-29,-26,-54,-2,2,-5
Cc1cc2nc3c(=O)n(C4CCCCC4)c(=O)[nH]c3nc2cc1N,11,11,6,-29,-11,-41,-92,-222,·,-42,-2
O=C(CCC(=O)Nc1ccccc1)N/N=C/c1ccccc1F,-9,-1,-2,-75,-5,5,-9,-17,-2,1,-41
O=C(Nc1ccc(Oc2ccsc2C(=O)O)cc1)c1ccccc1F,5,-20,0,1,-10,-30,-17,-24,0,-10,10
Cc1cc(CN(C)C(=O)c2ccc(OC3CCN(S(=O)(=O)N(C)C)CC3)cc2)n[nH]1,17,-15,-14,6,11,-13,11,2,-2,-40,5
Cn1c(=O)[nH]c(=O)c2c1nc(N1CCCCCC1)n2Cc1cccc2ccccc12,5,10,-3,10,-8,-27,25,12,0,3,-21
COc1ccc([N+](=O)[O-])cc1NC(=O)C1CCCCC1C(=O)O (stereo not drawn),9,-4,-23,10,-4,4,12,15,0,-24,3
Cc1ccc(NC(=O)CSc2nc3ncc(Cl)cc3[nH]2)c(C)c1,10,8,-13,13,-2,-17,2,-4,-1,16,-14
NC(=O)C1CCN(c2nc(-c3cccnc3)cs2)CC1,-11,-10,-23,11,-9,-30,6,5,·,-25,-11
Cn1c(CN2CCOCC2)nc2cc(NC(=O)c3ccc(F)cc3)ccc21,-4,-6,-28,-17,-12,-30,-27,-79,3,13,0
Cc1ccc(C(=O)Nc2ccc(O)cc2C(=O)O)cc1C,1,0,31,-1,5,7,6,8,3,-11,0
CCCNC(=O)C1(C)CCCN(C(=O)c2ccc(OC)cc2OC)C1 (stereo not drawn),6,6,-13,·,-7,-12,3,13,·,16,-4
Cc1cc(-c2ccco2)n(CC(=O)O)n1,3,1,5,-4,-13,-4,16,2,-6,13,-12
O=C(/C=C1\SC(=O)NC1=O)Nc1ccc(C(=O)O)cc1,-8,13,-16,6,-8,-13,17,16,0,0,-29
COc1ccccc1S(=O)(=O)N(C)C[C@H]1OCc2cnnn2CCCC(=O)N([C@H](C)CO)C[C@H]1C,0,-8,15,·,-3,-15,6,13,·,16,-20
Cc1c(Cc2ccccc2)c(=O)oc2cc(O)cc(O)c12,6,21,-3,7,1,-5,1,-8,3,-8,-1
O=C(OC1CO[C@H]2O[C@@H]1[C@H](OC(=O)c1ccccc1)[C@H]2OC(=O)c1ccccc1)c1ccccc1 (stereo partly drawn),-2,-9,2,·,7,1,21,22,3,18,-16
COc1cc(CCC(=O)OCC(=O)Nc2c(F)cccc2F)cc(OC)c1OC,1,1,-6,-10,-2,-9,24,12,3,-4,3
COc1ccccc1N(CCC#N)C(=S)Nc1ccc(S(=O)(=O)N2CCOCC2)cc1,-13,18,9,-4,1,-10,3,6,·,22,-32
CCOc1ccc(CNC(=O)CS(=O)(=O)Cc2nc(-c3ccc(OC)cc3)oc2C)cc1,0,9,0,-10,13,7,11,20,3,20,5
Cc1ccc(-c2nc3ccccc3[nH]2)cn1,0,-19,12,-30,9,-37,-183,-228,1,-4,-26
CC1=C(C(=O)Nc2ccccc2)C(c2cc(CN3CCOCC3)cs2)C2=C(CCCC2=O)N1 (stereo not drawn),-2,18,-10,6,-7,-5,-8,12,0,4,-3
CC(=O)c1ccc(NC(=O)N2CCN(c3ccc(C)cc3)C(C)C2)cc1 (stereo not drawn),-2,-23,-1,-4,-26,5,-2,-32,2,-19,11
C=CCN1N=C(/C=C/c2ccccc2)CCC1=O,0,-12,-11,-15,-17,22,-48,-45,0,-12,9
CN(C)S(=O)(=O)c1cccc(NC(=S)NCc2ccco2)c1,-9,19,-10,-12,-1,-2,2,-2,0,2,7
Cc1ccc(S(=O)(=O)N2CCCN(S(=O)(=O)c3ccc4ccccc4c3)CC2)cc1,3,6,7,11,30,-24,20,5,4,26,27
O=C(c1ccc(NS(=O)(=O)c2ccc3[nH]c(=O)[nH]c3c2)cc1)N1CCN(c2ccccc2)CC1,5,-8,-1,0,10,-16,4,11,3,7,-3
O=C(CSc1n[nH]c(-c2ccncc2)n1)Nc1ccccn1,-3,1,4,3,3,1,4,18,-2,-15,3

# An excerpt from above, showing only Peg3 promoter and KKLEB cytotox:
Molecule | Peg3 promoter | KKLEB cytotox
CC(=O)c1ccc(NC(=O)N2CCN(c3ccc(C)cc3)C(C)C2)cc1 (stereo not drawn) | -2 | -2
CC1=C(C(=O)Nc2ccccc2)C(c2cc(CN3CCOCC3)cs2)C2=C(CCCC2=O)N1 (stereo not drawn) | -8 | -2

# (further entries)
SMILES,KKLEB cytotox,TROY NFkB inh,C8 TRAIL sens,TRPM1 prom inh,TWEAK-Fn14 inh,NR2E3 ag-1,Peg3 promoter,HIF-2a inh,NR2E3 ag-2,CF NFkB block,Shn3 3UTR inh
Cc1ccc(C)c(N(C(=O)Cn2nnc(-c3cccs3)n2)C(C(=O)NC2CCCC2)c2ccncc2)c1 (stereo not drawn),20,14,0,5,4,-9,13,1,0,-26,-24
O=C(CC1SC(N2CCCCC2)=NC1=O)Nc1cccc(C(=O)Nc2ncccc2O)c1 (stereo not drawn),21,13,25,2,-11,-39,-8,-26,-3,24,-15
CCS(=O)(=O)N1CCC(C(=O)Oc2ccc(C)c(C)c2)CC1,7,2,7,9,17,-10,12,13,4,-5,10
CCOc1ccc(CNC(=O)CCC(=O)n2ncc3ccc(Cl)cc32)cc1,8,4,0,·,22,-27,8,17,4,-22,2
CCOc1ccc(NC(=S)NC23CC4CC(CC(C4)C2)C3)cc1,2,-4,-30,-11,4,-6,8,-3,-2,1,-4
Cc1cc(NC(=O)CSc2nc3c(c(=O)n2-c2ccccc2)SC(C)C3)no1 (stereo not drawn),-7,-12,4,·,3,-24,4,17,0,6,1
COc1cc2c(cc1NC(=O)COC(=O)/C=C/c1ccccc1)oc1ccccc12,-31,35,-4,17,-29,-4,35,5,-2,34,-8
O=C(Cn1cc(C(F)(F)F)cc(Cl)c1=O)NCCc1ccc(Cl)cc1Cl,16,27,-8,-8,-1,-4,2,9,0,-38,-18
CCn1nc(NC(=O)c2ccncc2)c2cc3cccc(C)c3nc21,-1,-16,-15,13,28,2,14,12,-2,21,13
NC(=O)CSc1nnc(-c2cccnc2)n1Cc1ccccc1,-10,-4,-5,-1,0,6,12,0,-3,12,-4
CN(CC(=O)Nc1ccc(F)c(F)c1F)C(=O)C1COc2ccccc2O1 (stereo not drawn),-6,-19,5,3,13,4,2,-3,·,0,1
Cc1cc(/C=C(/C#N)c2cccc(F)c2)c(C)n1-c1cccnc1,-12,-16,15,-83,-64,-41,-75,-304,0,7,-5

# Filtered by structure: those above containing fluorine.
SMILES,KKLEB cytotox,TROY NFkB inh,C8 TRAIL sens,TRPM1 prom inh,TWEAK-Fn14 inh,NR2E3 ag-1,Peg3 promoter,HIF-2a inh,NR2E3 ag-2,CF NFkB block,Shn3 3UTR inh
Cc1c(Cl)cccc1NC(=O)CNCc1ccccc1F,-6,33,29,0,15,-7,9,14,-1,0,-2
O=C(CCC(=O)Nc1ccccc1)N/N=C/c1ccccc1F,-9,-1,-2,-75,-5,5,-9,-17,-2,1,-41
O=C(Nc1ccc(Oc2ccsc2C(=O)O)cc1)c1ccccc1F,5,-20,0,1,-10,-30,-17,-24,0,-10,10
Cn1c(CN2CCOCC2)nc2cc(NC(=O)c3ccc(F)cc3)ccc21,-4,-6,-28,-17,-12,-30,-27,-79,3,13,0
COc1cc(CCC(=O)OCC(=O)Nc2c(F)cccc2F)cc(OC)c1OC,1,1,-6,-10,-2,-9,24,12,3,-4,3
O=C(Cn1cc(C(F)(F)F)cc(Cl)c1=O)NCCc1ccc(Cl)cc1Cl,16,27,-8,-8,-1,-4,2,9,0,-38,-18
CN(CC(=O)Nc1ccc(F)c(F)c1F)C(=O)C1COc2ccccc2O1 (stereo not drawn),-6,-19,5,3,13,4,2,-3,·,0,1
Cc1cc(/C=C(/C#N)c2cccc(F)c2)c(C)n1-c1cccnc1,-12,-16,15,-83,-64,-41,-75,-304,0,7,-5

# Not all compounds are listed; count on the stated rates, not on these rows.
